Pol kappa inh: qHTS for Inhibitors of Polymerase Kappa; DNA polymerase kappa (Homo sapiens), Q9UBT6; purified Pol kappa, fluorescent DNA synthesis assay, 10 min; Potency, µM (doses to about 107 µM), without a hit: at the top dose activity, negative = inhibition, hits mostly inhibitors; actives 0.53% (n = 400,000); further: potency means the concentration at half of the fitted maximal effect; on the % scale 0 is the no-effect control and ±100 the full control effect
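Fluorescent qHTS in 1536-well format: enzyme (10 nM) and compound sat 15 min at room temperature before 50 nM substrate (final) was added. Signal taken at 0 and 10 min; no-enzyme buffer wells were negative controls.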
12-LOX inh: Primary qHTS assay for inhibitors of human arachidonate 12S-lipoxygenase (ALOX12): Round 2 | Potency, µM (doses to about 108 µM), for the others: at the highest dose activity change, negative = inhibition, usual class: inhibitors | Polyunsaturated fatty acid lipoxygenase ALOX12 (Homo sapiens), P18054 | AID 1671190, 2021 | purified 12hLO, xylenol orange hydroperoxide absorbance | actives 1.1% (n = 580,000); further: potency means the concentration at half of the fitted maximal effect; on the % scale 0 is the no-effect control and ±100 the full control effect
Target sequence (P18054 whole entry, looked up): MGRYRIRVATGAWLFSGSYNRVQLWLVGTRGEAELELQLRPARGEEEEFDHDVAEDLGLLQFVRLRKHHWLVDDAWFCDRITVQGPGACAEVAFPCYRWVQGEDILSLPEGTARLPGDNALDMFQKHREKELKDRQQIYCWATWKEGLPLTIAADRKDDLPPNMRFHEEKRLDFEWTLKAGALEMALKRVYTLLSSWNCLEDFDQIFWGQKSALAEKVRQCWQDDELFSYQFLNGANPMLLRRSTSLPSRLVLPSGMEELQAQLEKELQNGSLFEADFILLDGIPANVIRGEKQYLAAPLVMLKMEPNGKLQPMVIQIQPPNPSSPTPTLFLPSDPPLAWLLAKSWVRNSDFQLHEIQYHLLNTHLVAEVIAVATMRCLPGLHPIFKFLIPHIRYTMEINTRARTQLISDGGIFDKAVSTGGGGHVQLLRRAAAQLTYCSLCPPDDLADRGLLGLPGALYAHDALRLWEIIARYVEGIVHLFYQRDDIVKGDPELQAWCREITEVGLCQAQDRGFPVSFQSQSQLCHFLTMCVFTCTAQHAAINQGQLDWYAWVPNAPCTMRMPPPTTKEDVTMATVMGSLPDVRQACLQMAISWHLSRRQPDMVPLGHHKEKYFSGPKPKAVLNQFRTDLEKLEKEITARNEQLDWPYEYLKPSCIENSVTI
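Purified human 12hLO at 150 nM in 25 mM Hepes, 0.01% Triton X-100, pH 7.0, preincubated 15 min at room temperature with compound. Reaction started with 40 uM arachidonic acid, 30 min at room temperature. Hydroperoxide measured by Fe-xylenol orange, 573/405 nm absorbance ratio.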
Pol iota inh: qHTS for Inhibitors of Polymerase Iota; Potency, µM (doses to about 115 µM), for inactives: at the highest dose activity, negative = inhibition, usual class: inhibitors; Pol iota fluorescent replication assay, 10 min; AID 588590, 2011; actives 1% (n = 390,000); further: potency means the concentration at half of the fitted maximal effect
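Fluorescent replication assay read twice, at 0 min and 10 min after adding 50 nM (final) substrate. Enzyme (10 nM) and compounds were first incubated 15 min at room temperature; enzyme-free buffer wells were negative controls.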
Apoferritin bind: qHTS Assay for Identification of Novel General Anesthetics; Ferritin light chain (Equus caballus), P02791; apoferritin/1-aminoanthracene competitive binding, fluorescence; Potency, µM (highest dose often 77.5 µM), for inactives: at the highest dose activity change, negative = displacement, hits mostly inhibitors; actives 0.074% (n = 350,000); further: potency means the concentration at half of the fitted maximal effect; on the % scale 0 is the no-effect control and ±100 the full control effect; nearly all actives have a fitted effect of over 20% in size
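Apoferritin-based anesthetic binding model; compound displacement of fluorescent 1-AMA measured as endpoint fluorescence after 10 minutes at room temperature, scaled to free-ligand and complex controls.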
TRHR agonist: qHTS for Small Molecule Agonists and Allosteric Enhancers of Human TRH Receptor: Primary Screen for Agonists; TRHR cells, calcium flux fluo-8, FDSS agonist mode; actives 0.18% (n = 360,000); activation, % at 2 µM; in the data active means activation above about 30%; further: 0% is about no effect
Target sequence (P34981 whole entry, looked up): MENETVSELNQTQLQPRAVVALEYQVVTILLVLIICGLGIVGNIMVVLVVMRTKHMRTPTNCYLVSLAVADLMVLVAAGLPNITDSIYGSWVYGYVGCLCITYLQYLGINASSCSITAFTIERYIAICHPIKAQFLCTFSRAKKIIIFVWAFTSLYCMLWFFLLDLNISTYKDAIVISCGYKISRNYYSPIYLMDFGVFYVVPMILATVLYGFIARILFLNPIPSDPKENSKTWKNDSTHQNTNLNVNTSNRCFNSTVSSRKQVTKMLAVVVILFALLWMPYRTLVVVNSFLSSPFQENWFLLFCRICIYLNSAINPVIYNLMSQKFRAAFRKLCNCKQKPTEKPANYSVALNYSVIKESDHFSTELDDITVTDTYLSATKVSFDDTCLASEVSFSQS
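In this calcium-flux screen, cells bearing human TRHR are dye-loaded with fluo-8, baselined for 10 cycles, then exposed to library compounds; positive kinetic calcium responses during the agonist phase mark hits, with TRH as control.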
ERG Ets-DNA blk: qHTS for Small Molecule Inhibitors of the ERG Ets/DNA interaction; Transcriptional regulator ERG (Homo sapiens), P11308; actives 0.028% (n = 370,000); Potency, µM (top dose mostly 76.9 µM), for inactives: top-dose FP activity, negative = inhibition, usual class: inhibitors; fluorescence polarization, His-ERG Ets domain / labelled DNA; active means well fitted inhibition curve with a large enough effect in the polarisation, with a control signal flat; inconclusive means small, poorly fitted or top-dose-only effect, or effect the other way, or a change in a side signal; inactive means no such curve, though single readings can be large or run the other way; the % refers to the polarisation;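 further: polarization taken with two DNA probes labelled with fluorescein and Texas red; potency means the concentration at half of the fitted maximal effect; % of control where 0% means no effect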
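His-tagged ERG Ets domain (1 uM in the protein solution; 300mM KCl, 50mM Tris-HCl, 1mM EDTA, 1mM DTT, pH 7.5) received compound, then a probe mix of 5 nM fluorescein-DNA and 100nM Texas-615-DNA. Fluorescence polarization was read for both dyes.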
APEX1 inh: qHTS Assay for Inhibitors of the Human Apurinic/apyrimidinic Endonuclease 1 (APE1); AID 2517, 2012; actives 0.35% (n = 350,000); recombinant APE1, TAMRA/BHQ-2 abasic DNA cleavage fluorescence; Potency, µM (series often up to 65.8 µM), inactives show top-dose activity change, negative = inhibition, hits mostly inhibitors;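 further: potency means the concentration at half of the fitted maximal effect; plate controls were vehicle for no effect and reference inhibitor for full effect; nearly all actives have a fitted effect of over 55% in size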
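Activity was derived from the fluorescence gain between first and third kinetic reads (60 s intervals, ex 525/em 598 nm) after 50 nM THF-abasic TAMRA/BHQ-2 duplex was added to 0.75 nM APE1 preincubated 15 min with compound.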
POLB inh: qHTS Assay for Inhibitors of DNA Polymerase Beta; P06746; Pol beta primer extension/strand displacement, fluorescence kinetic; Potency, µM (titrated, usually from 114 µM), without a hit: at the highest dose activity change, negative = inhibition, hits mostly inhibitors; actives 1.3% (n = 340,000); further: potency means the concentration at half of the fitted maximal effect; on the % scale 0 is the no-effect control and ±100 the full control effect
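Kinetic readout of DNA synthesis with strand displacement by Pol beta. Compound and 10 nM enzyme sit 15 min at room temperature; 50 nM substrate starts the reaction, read immediately and at 10 min.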
BLM inh: qHTS Assay for Inhibitors of Bloom's syndrome helicase (BLM); RecQ-like DNA helicase BLM (Homo sapiens), P54132; recombinant BLM DNA unwinding, fluorescence dequenching; Potency, µM (highest dose often 56.1 µM), for inactives: at the top dose activity change, negative = inhibition, hits mostly inhibitors; actives 0.2% (n = 350,000); AID 2528, 2010;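 further: potency means the concentration at half of the fitted maximal effect; plate controls were vehicle for no effect and no enzyme for full effect; nearly all actives have a fitted effect of over 35% in size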
The depositor's hits bear a star; ? = inconclusive; nt = not tested or not shown; & = joins results of further samples; [ ] = another dose, or the depositor's remark. Unless noted, the call rests on the fitted dose curve; in most records, active means well fitted curve in the direction sought with a large enough effect; inconclusive means small, poorly fitted or top-dose-only effect, or another doubt; inactive means no such curve, though single readings can be large; an effect the other way counts as inactive or inconclusive.

SMILES	Pol kappa inh	12-LOX inh	Pol iota inh	Apoferritin bind	TRHR agonist	ERG Ets-DNA blk	APEX1 inh	POLB inh	BLM inh
CCOC(=O)CC1OC(=O)c2cc3c(cc21)C(=O)OC3CC(=O)OCC (centres undefined)	-7%	210%[activator]	133%[activator]	-4%	0.9	4%	0%	21%	1%
O=C(COC(=O)/C=C/c1ccc(OC(F)F)cc1)NC1CCCC1	-6%	40%[activator]	14%	nt	-0.2	-3%	-16%	nt	nt
COCCNC(=O)Nc1cc(C(=O)NCc2ccc(C(C)C)cc2)ccc1N1CCCC1	0%[60.1 µM]	8%	-20%	?	-0.9	-7%	nt	-23%	-3%
COc1ccc(C2C(=O)c3ccccc3C2=O)cc1OC	-5%	-19%	-9%	-15%	0.1	-4%	1%	-9%	-13%
CCC(=O)NC(=S)Nc1ccc(NC(=O)c2ccc([N+](=O)[O-])cc2Cl)cc1	0%	-10%	0%	-17%	2.3	0%	-5%	2%	3%
CCOCCCNC(=O)CN1CCN(Cc2ccc(Cl)cc2)C1=O	3%	0%	149%[activator]	-8%	-0.2	-3%	4%	?	-1%
O=C(O)c1cccc(S(=O)(=O)N2CCCC(c3nc4c(nnn4Cc4ccccc4Cl)c(=O)[nH]3)C2)c1 (centres undefined)	-13%	?	-6%	-4%	0.1	-1%	48%[12.4 µM]	0%	0%
CCC(C)N1CCN(C(=O)C2CCN(S(=O)(=O)c3c(C)noc3/C=C/c3ccco3)CC2)CC1 (centres undefined)	-14%	9%	12%	?	0.4	9%	-18%	-17%	1%
O=C(NCc1ccccc1Cl)c1ccc(CS(=O)(=O)c2ccc(Br)cc2)o1	-6%	?	-5%	8%	-0.4	-1%	nt	-11%	-5%
Cc1nn(Cc2cccc(C(=O)Nc3ccn(Cc4ccccc4)n3)c2)c(C)c1[N+](=O)[O-]	-2%	4%	10%	-12%	-0.3	-7%	5%	-3%	-4%
CCCCn1c(-c2cccs2)nc2oc3ccccc3c(=O)c2c1=O	-3%	?	69%[activator]	-11%	-1.4	2%	-4%	-14%	-2%
Cc1ccccc1NC(=O)CSc1nnc(-c2ccco2)n1N	4%	?	43%[activator]	nt	1.2	-1%	-15%	nt	nt
Cn1nccc1C(=O)N1CCCC(Nc2ccc(F)cc2)C1 (centres undefined)	-14%	9%	7%	2%	0.8	0%	-8%	4%	3%
O=C(COc1ccc(Cl)cc1)Nc1nc(-c2cccs2)cs1	-8%	0%	-3%	6%	0.1	10%	?	30%	-7%
COc1ccc(-c2cc3nccc(-c4cc(Cl)c(C)cc4O)n3n2)cc1	-25%	-13%	-3%	7%	1.8	0%	nt	-1%	-16%
CCCn1c(SCC(=O)NC(C)c2ccccc2)n[nH]c1=O (centres undefined)	-17%	-1%	179%[activator]	-7%	0.2	-4%	0%	?	-7%
Cc1nn(-c2cc(C(F)(F)F)ccc2Cl)c2nc(C(Cl)(Cl)Cl)[nH]c(=O)c12	0%	-21%	8%	4%	-0.7	-1%	2%	2%	-2%
Cc1ccc(NC(=O)C2CCCC2)c(Br)c1	-9%	0%	-1%	nt	nt	-6%	nt	nt	nt
C=CCN(CC=C)S(=O)(=O)c1ccc(NC(=S)NC(=O)/C=C/c2ccc(C)cc2)cc1	-15%	?	2%	?	2.5	0%	1%	0%	4%
CSCc1cc(N(C)c2ccccc2)nc(-c2ccccc2)n1	-1%	-6%	-2%	-4%	-0.1	9%	16%	3%	-12%
CCOc1cc(N2CCOCC2)c(OCC)cc1NC(=O)Cc1ccccc1OC	-13%	0%	13%	-22%	-0.9	-1%	1%	11%	-3%
COc1ccc2c(=O)c(N3C(=O)c4ccccc4C3=O)coc2c1	-9%	0%	0%	-16%	-0.2	-1%	-6%	20%	-1%
O=C1CCSC2(C(=O)N(Cc3ccc(F)cc3)c3ccccc32)N1c1ccccc1 (centres undefined)	-13%	-6%	-8%	?	-1.6	-6%	nt	-2%	-6%
N#CCCN(C(=O)c1cc2c(s1)-c1ccccc1S(=O)(=O)C2)c1ccccc1	-8%	-4%	-8%	-9%	-0.8	14%	-13%	-1%	3%
COc1ccccc1NC(=O)c1cc(Cl)nnc1Cl	-9%	-12%	29%	-2%	4.0	-7%	-7%	3%	1%

The list goes on; it opens with the three that closed the last part.
SMILES	Pol kappa inh	12-LOX inh	Pol iota inh	Apoferritin bind	TRHR agonist	ERG Ets-DNA blk	APEX1 inh	POLB inh	BLM inh
O=C1CCSC2(C(=O)N(Cc3ccc(F)cc3)c3ccccc32)N1c1ccccc1 (centres undefined)	-13%	-6%	-8%	?	-1.6	-6%	nt	-2%	-6%
N#CCCN(C(=O)c1cc2c(s1)-c1ccccc1S(=O)(=O)C2)c1ccccc1	-8%	-4%	-8%	-9%	-0.8	14%	-13%	-1%	3%
COc1ccccc1NC(=O)c1cc(Cl)nnc1Cl	-9%	-12%	29%	-2%	4.0	-7%	-7%	3%	1%
CCOC(=O)c1c(/N=C/c2cccc([N+](=O)[O-])c2O)sc2c1CCC2	?	?	?	7%	-1.8	16%	-3%	-5%	-7%
COc1ccccc1N1CCN(C(=O)c2ccc(CS(=O)(=O)c3ccccc3OC)o2)CC1	-17%	0%	20%	2%	-0.1	1%	12%	2%	2%
COc1cc(C2Nc3cccc4cccc(c34)N2)ccc1O	-16%	?	119%[activator]	-20%	0.0	-2%	-3%	-25%	-6%
O=C(Nc1ccc(S(=O)(=O)Nc2ncccn2)cc1)c1ccc(S(=O)(=O)N2CCCC2)cc1	3%	0%	16%	-12%	-1.8	-9%	2%	-25%	0%
CCOc1ccc(C(=O)NC(C(=O)NCCc2ccc(S(N)(=O)=O)cc2)C(C)C)cc1 (centres undefined)	3%	9%	178%[activator]	-15%	-0.1	-3%	50%[activator][12.4 µM]	13%	1%
COc1ccc(-n2cccc2/C=C2\C(=N)N3N=C(c4ccco4)SC3=NC2=O)cc1	22µM*	-30%	?	-17%	0.5	14%	10µM*	5.6µM*	13µM*
COc1cc(/C=N/NC(=O)c2nnn(-c3nonc3N)c2C(C)C)ccc1O	-18%	-10%	-20%	-16%	-0.1	-6%	-13%	1%	-1%
C=Cc1ccc(Cn2c(=O)n(-c3ccc(C)cc3)c(=O)c3c2c2cc(OC)ccc2n3C)cc1	5%	-29%	43%[activator]	4%	0.6	-5%	nt	25%	-2%
O=S(=O)(/N=C(/Nc1ccc(F)cc1F)c1ccccc1)c1ccccc1	-10%	-16%	11%	-16%	0.2	-1%	4%	11%	4%
CCCCN(CC)CCCNC(=O)c1cc2c(=O)[nH]c3ccccc3c2s1	8%&5%	4%&-7%	114%&-18%[activator]	-2%&-11%	0.6&1.9	4%&-3%	-14%	17%&30%	87%&59%[activator]
COc1ccccc1NC(=O)c1nnn(CC(=O)Nc2cccc(SC)c2)c1N	6%	-6%	3%	-2%	-1.4	5%	-4%	?	-1%
Cc1cc(S(=O)(=O)N2CCN(c3ncccn3)CC2)ccc1-n1cnnn1	0%	31%[activator]	5%	-11%	0.5	-3%	9%	13%	-1%
COCC(C)NC(=O)CSc1nc2ccccc2n1CCc1ccccc1 (centres undefined)	4%	-2%	?	6%	0.2	2%	3%	-3%[57.1 µM]	-1%
COc1ccccc1CNC(=O)c1ccc(NS(C)(=O)=O)cc1	-10%	-25%	-3%	2%	-0.3	nt	18%	12%	1%
C/C(=N/NC(=O)CNS(=O)(=O)c1ccccc1)c1ccc(Br)cc1	2%	0%	78%[activator]	1%	0.0	-6%	-3%	3%	-6%
COCCn1c(=O)c(C)nc2cnc(Oc3ccccc3)nc21	1%[60.1 µM]	?	nt	nt	nt	nt	0%	nt	2%
CCOC(=O)c1cc(C(=O)NN)c(=O)[nH]c1C	6%	36%[activator]	18%	4%	0.3	-6%	2%	1%	-7%
COc1ccc(N2C(=O)CCC(C(=O)N3CCN(c4ccccn4)CC3)C2c2ccc(F)cc2)cc1 (centres undefined)	-18%	-9%	14%	-12%	-0.9	0%	2%	?	-2%
CCCCC1=CC2=C(c3ccco3)C(=O)C(C)(OC(=O)c3ccc(OC)cc3)C(=O)C2=CN1CC(C)C (centres undefined)	3%	?	36%[activator]	-2%	4.7	14%	-2%[12.4 µM]	3%	-8%[12.4 µM]
CS(=O)(=O)c1ccc(C(=O)OCC(=O)N2CCCc3ccccc32)cc1	1%	15%	191%[activator]	nt	0.0	8%	9%	nt	nt
Nc1ccc(C(=O)n2c3ccccc3c3ccccc32)cc1	-5%	-21%	6%	8%	-0.2	9%	6%	4%	1%
COc1ccc2cc(C(c3nnnn3C3CCCCC3)N3CCCCCC3)c3nnnn3c2c1 (centres undefined)	-9%	0%	4%	nt	nt	6%	nt	nt	nt
Cc1ccc2nc(SCC(=O)Nc3nnc(SCC(N)=O)s3)[nH]c2c1	-7%	-5%	19%	-20%	-0.1	-3%	-4%	30%	-1%
CN(C)CCNC(=O)Cc1c(C(=O)O)n(C)c2ccccc12	nt	nt	nt	-5%	1.0	nt	8%	-7%	1%
O=C(CSc1ccc2nnc(-c3cccc(F)c3)n2n1)N1CCCc2ccccc21	-15%	-6%	?	-14%	-0.1	1%	16%	1%	-4%

These rows are one share of the data, so the mix of outcomes need not match the whole.
